Assay outcomes from PubChem BioAssay.
H37Rv inhibition: M. tuberculosis growth inhibition, HTS (AID 449762) | hit rate 0.59% among 330,000 | inhibition, % at 25 µM; hits with a dose series show IC50 in µM | M. tuberculosis H37Rv growth inhibition, 7H9 media; higher % means a stronger effect; in the data active = a potency from the dose series; inconclusive = inhibition above about 70% without an active follow-up result;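 note: bacterial growth assessed after seven days of incubation; strong numbers were not always called active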
Salmonella PhoP GFP: Inhibition of PhoP regulon, Salmonella typhi GFP reporter cells, confirmation, 4 h (AID 1850). Salmonella Typhi PhoP-promoter GFP reporter, fluorescence, 4 h; higher % means a stronger effect. inhibition, % at 50 µM; hits with a dose series show IC50 in µM. hit rate 0.33% among 310,000; in the data active = a potency from the dose series; inconclusive = inhibition mostly from about 25% at the one dose, without a potency; inactive = the rest, 99 in 100 with inhibition below about 19%;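 note: 0% = induced wells with vehicle and 100% = uninduced wells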
tuberculosis growth: growth inhibition of non-replicating M. tuberculosis (AID 488890) | Mycobacterium tuberculosis non-replicating, growth inhibition; higher % means a stronger effect | inhibition, % at 25 µM, or IC50 in µM where a hit was titrated | hit rate 0.39% among 320,000; in the data active = a potency from the dose series; inconclusive = inhibition mostly from about 82% at the one dose, without a potency; inactive = the rest, 99 in 100 with inhibition below about 76%;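 note: plate controls were DMSO cells for no effect and high antibiotic wells for full effect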
influenza NS1A: NS1A inhibition, H1N1 influenza, cell based functional assay (AID 504329); NS1A functional cell-based assay, percent inhibition; higher % means a stronger effect; inhibition, % at 12.5 µM, or IC50 in µM where a hit was titrated; hit rate 0.3% among 340,000; in the data active = a potency from the dose series; inconclusive = inhibition above about 27% without an active follow-up result; note: strong numbers were not always called active
VEEV TC-83 Vero: inhibitors of VEEV TC-83 cytopathic effect, confirmation, Vero cells (AID 588727); Vero cells, VEEV TC-83 cytopathic effect inhibition; higher % means a stronger effect; one-dose inhibition, % at 20 µM; IC50 in µM for titrated hits; hit rate 0.13% among 350,000; in the data active = a potency from the dose series; inconclusive = inhibition mostly from about 14% at the one dose, without a potency; inactive = the rest, 99 in 100 with inhibition below about 12%; note: strong numbers were not always called active
VEEV TC-83 Vero 10K pilot screen: recorded beside VEEV TC-83 Vero, whose call it bears; inhibition, %; measured here: 10K pilot screen inhibition
* = called active by the depositor; i = inactive; ? = inconclusive; · = no result given.

SMILES | H37Rv inhibition | Salmonella PhoP GFP | tuberculosis growth | influenza NS1A | VEEV TC-83 Vero | others
CCN1CCN(c2cc(C)c3cc(NC(=S)NCc4cccs4)ccc3n2)CC1 | 12% | 1% | ? | 11% | 7.0%
Cc1ccc(NC(=O)CSc2nnc(C)c(=O)[nH]2)cc1C | ? | 5% | 22% | 10% | 3.9%
COc1ccc2c(c1)CC/C(=C\c1ccc(C)o1)C2=O | ? | -4% | 78% | 15% | 2.2%
COP(=O)(OC)C(NS(=O)(=O)c1ccccc1)C(Cl)(Cl)Cl (centres undefined) | 1% | 0% | 5% | -8% | 0.4%
COc1ccc(N/C=C/C(=O)c2ccccc2)cc1 | ? | -6% | 42% | -3% | 1.1%
Cc1ccc(O)c(CNc2ccccn2)c1 | -1% | 5% | -6% | 8% | i
Nc1ccc(-c2nnc(-c3ccccc3)o2)cc1 | -5% | 5% | -1% | 1% | 6.5%
CN(Cc1ccccc1)C(=O)CCCn1c(=O)[nH]c2cc(Cl)ccc2c1=O | -6% | -2% | 3% | 0% | 6.6%
CC(=O)NC12CC3CC(C1)CC(C(=O)N(C)CC(=O)Nc1cccc(F)c1)(C3)C2 | 6% | · | -7% | -5% | 0.4%
COc1ccc(-n2c(C)nc3c(cnn3-c3ccc(Cl)cc3)c2=O)cc1 | 9% | 4% | 51% | -1% | 3.8%
O=C(NCc1ccccc1)C(=O)NCC1COc2ccccc2O1 (centres undefined) | -7% | -1% | 6% | 2% | 4.0%
COc1ccccc1Nc1nc(N)nc(CN2CCN(Cc3ccccc3)CC2)n1 | 43% | 9% | 69% | 2% | 0.7%
CCn1cc(C(=O)N(CCC(C)C)c2c(N)n(Cc3ccccc3)c(=O)[nH]c2=O)c(=O)c2ccc(C)nc21 | 3% | 2% | 11% | -5% | 0.5%
O=C(Nc1ccccc1C(F)(F)F)c1cc(-c2ccc(O)cc2)on1 | ? | -14% | 60% | 7% | i
N/C(Cc1ccc([N+](=O)[O-])cc1)=N\OC(=O)CC1CCCCC1 | -12% | 3% | 64% | 4% | 7.3%
CC(C)(C)c1ccc(S(=O)(=O)N2CCC(CO)(CC3CCCCO3)CC2)cc1 (centres undefined) | -5% | -4% | -2% | -9% | i
COc1ccc(C2(c3ccc(OC)cc3)NC(=O)N(CC(=O)Nc3cc(C)on3)C2=O)cc1 | 3% | · | 54% | -11% | 1.4%
Cc1ccc(S(=O)(=O)N2CCN(CC(=O)Nc3ccc(N4CCOCC4)cc3)CC2)cc1C | -5% | -14% | -22% | 27% | 1.1% | VEEV TC-83 Vero 10K pilot screen=3.9
O=C(CSc1nnnn1-c1cccc2c1CCCC2)N1CCOCC1 | -1% | -1% | -13% | 2% | 0.6%
O=C(COC(=O)c1cccc(S(=O)(=O)N2CCOCC2)c1)NCCc1ccccc1 | -7% | -8% | -4% | -2% | 4.4%
O=Cc1cccn1-c1ccccc1 | -3% | -3% | -15% | 1% | 0.6%
COc1ccc(CCNC(=O)c2ccc(Cl)c(S(=O)(=O)N3CCCCCC3)c2)cc1 | 5% | · | 24% | -3% | i
CCCSc1nc2c3c(sc2c(=O)[nH]1)CC(C)(CC)OC3 (centres undefined) | 0% | 9% | 14% | -6% | 1.9%
C=CCN1C(=Nc2ccccc2)SC/C1=C\C(=O)OC | 7% | -15% | 18% | 0% | i
CCN(CC)CCOCCOC(=O)C(CC)(CC)c1ccccc1 | -1% | 2% | 0% | · | 0.1%
CCOC(=O)CCCCC(=O)NC(CO)C(=O)NC (centres undefined) | 0% | -7% | 0% | 2% | i
NNC(=O)c1cccc(O)c1 | 22% | 7% | 68% | 6% | 2.3%
Cc1cc(C)cc(NC(=O)N(CCC#N)Cc2cccs2)c1 | 0% | -2% | 1% | -11% | 1.6%
COc1ccc(-n2c(C)cc(-c3csc(NC(=O)c4ccc(S(=O)(=O)N(C)C)cc4)n3)c2C)cc1 | 12% | -8% | 24% | -5% | 5.9%
Nc1c(N=O)c(=O)[nH]c(=O)n1-c1ccccc1 | 0% | 2% | -7% | 8% | ?
Cc1ccc(-c2cc(C(=O)Nc3c(C)n(C)n(-c4ccccc4)c3=O)no2)cc1 | 26% | 16% | 20% | -5% | 0.3%
O=S(=O)(c1ccccc1)c1nc(-c2ccco2)oc1Nc1ccccc1 | 1% | 2% | -16% | -5% | 13%
O=C(COC(=O)CCSc1ccccc1)NCc1ccc(F)cc1 | 4% | -12% | 74% | -4% | 0.8%
COc1ccc(OC)c(NC(=O)CCNC(=O)c2ccco2)c1 | 5% | -9% | -13% | -2% | 2.1%
NC(N)=Nc1ccc(N=C(N)N)cc1 | 5% | 8% | 0% | -5% | i
CCn1cc(C(=O)N[C@@H](C)C(=O)NCCCn2ccnc2)c(=O)c2cc3c(cc21)OCO3 | -3% | -1% | -10% | 1% | 3.0%
O=C(CN(c1cccc(Br)c1)S(=O)(=O)c1ccccc1)N/N=C/c1cc([N+](=O)[O-])ccc1O | 3% | 14% | 55% | · | 8.9%
Cc1ccc(NC(=O)C2CCN(C(=O)NCc3ccccc3)CC2)cc1C | -5% | 3% | -8% | -1% | 0.7%
CC1CCc2c(sc3nc(CN4CCN(S(=O)(=O)c5ccccc5[N+](=O)[O-])CC4)[nH]c(=O)c23)C1 (centres undefined) | -4% | 6% | 27% | -2% | 0.2%
CC(C)CCOc1ccc(/C=C2\CCn3c2nc2cc(C(=O)O)ccc2c3=O)cc1 | · | · | · | -2% | 1.6%

3 structures out of the list, arranged by molar mass, lowest first.
SMILES | H37Rv inhibition | Salmonella PhoP GFP | tuberculosis growth | influenza NS1A | VEEV TC-83 Vero | others
CCOC(=O)CCCCC(=O)NC(CO)C(=O)NC (centres undefined) | 0% | -7% | 0% | 2% | i
Cc1cc(C)cc(NC(=O)N(CCC#N)Cc2cccs2)c1 | 0% | -2% | 1% | -11% | 1.6%
O=C(COC(=O)c1cccc(S(=O)(=O)N2CCOCC2)c1)NCCc1ccccc1 | -7% | -8% | -4% | -2% | 4.4%

Next section
SMILES | H37Rv inhibition | Salmonella PhoP GFP | tuberculosis growth | influenza NS1A | VEEV TC-83 Vero | others
O=C(CCS(=O)(=O)c1ccccc1)N1CCOCC1 | -5% | 1% | 2% | 1% | i
CN1C(=O)CC(C(=O)Nc2ccccc2F)SC1=Nc1ccc2c(c1)OCO2 (centres undefined) | 0% | -14% | -4% | 2% | i
CCOC(=O)C1C2C=CC3(CN(Cc4ccccc4)C(=O)C13)O2 (centres undefined) | 1% | 3% | 4% | -7% | 1.6%
COC(=O)[C@]1(Cc2ccccc2)N[C@H](CN(C)C(=O)c2ccc(F)cc2)[C@@H]2C(=O)N(Cc3ccccc3)C(=O)[C@@H]21 | 4% | · | 39% | -9% | i
CCN1C(=O)C(CC(=O)Nc2ccc(OC)cc2)N(Cc2cccs2)C1=S (centres undefined) | -1% | -1% | 31% | 23% | i
CCc1nn(CC(=O)NCCCN2CCN(C)CC2)c(=O)c2cc3sc(C)cc3n12 | 3% | -7% | 25% | -1% | i
COc1cc(-c2nc(-c3ccncc3)no2)cc(OC)c1OC | 5% | 4% | 12% | -4% | i
Cc1cc(C)c(OCC(=O)OC(C)C(=O)NC2CC2)c(C)c1 (centres undefined) | 5% | 12% | 24% | -7% | 2.1%
N#Cc1ccc(Cl)cc1NC(=O)COC(=O)c1ccc2c(c1)OCCO2 | 4% | 10% | -2% | 4% | 3.4%
N#Cc1cccc(NC(=O)COC(=O)c2ccccc2Sc2ccccc2C#N)c1 | -2% | -11% | -8% | -1% | 0.3%
CC1(C)CC(=O)C(C(=S)Nc2ccc(F)cc2)=C(NCCN2CCOCC2)C1 | 3% | -8% | -22% | -4% | 0.4%
Cc1ccc(/C=C/C(=O)Nc2nnc(SCc3ccc(C#N)cc3)s2)o1 | 8% | 6% | 29% | 4% | 0.3%
O=C(COC(=O)c1cc(S(=O)(=O)N2CCOCC2)ccc1F)NCc1ccco1 | -12% | -9% | 2% | -1% | i
CN(C)C(=O)COc1ncnc2sc(-c3ccccc3)cc12 | 9% | -2% | 3% | 29% | 0.2%
COCCOc1cc(N(CC(=O)N(C)C)S(=O)(=O)c2ccccc2)c(Cl)cc1Cl | 3% | -6% | 2% | 3% | 0.9%
O=C(Cc1nnc(NC(=O)Nc2ccc(F)cc2)s1)Nc1ccccc1 | -3% | -9% | 44% | 2% | 2.1%
Cc1cccc(N2C(=O)C(CC(=O)Nc3cccc(F)c3)N(CCc3ccncc3)C2=O)c1 (centres undefined) | 6% | -2% | 2% | -4% | 1.6%
Cc1cccc(-n2nnc(C(=O)NCc3ccco3)c2N)c1 | -5% | 1% | 8% | -2% | 6.8%
COc1ccc2cc(C(c3nnnn3CCc3ccccc3)N3CCC(O)CC3)c(=O)[nH]c2c1 (centres undefined) | -12% | -5% | 24% | 8% | 0.9%
Cc1c(C(=O)/C=C/N(C)C)nnn1-c1ccc(F)c(Cl)c1 | 5% | 0% | 32% | · | 2.8%
COc1ccc(CC(=O)Nc2nc(C(C)(C)C)cs2)cc1 | 4% | 1% | 21% | 3% | 4.9%
O=C(CSc1ncnc2nc[nH]c12)c1ccc(Cl)cc1 | 12µM* | · | ? | -4% | 3.4%
CCC(CC)C(=O)N1CCCC(c2nc(-c3cccs3)no2)C1 (centres undefined) | 4% | -5% | 11% | -3% | 0.7%
CN(C)c1ccc(C(=O)N2CCCC(N3CCN(Cc4ccc5c(c4)OCO5)CC3)C2)cc1 (centres undefined) | 1% | 1% | 13% | 18% | 0.1%
O=C(CN1C(=O)C(=O)N(C2CCCC2)C1=O)Nc1ccccc1OC(F)F | -3% | · | 31% | 2% | 0.6%
O=C(CS(=O)(=O)c1cn(Cc2cccc(F)c2)c2ccccc12)N1CCOCC1 | -10% | -15% | -5% | -8% | 5.2%
CCOC(=O)N1CCN(C(=O)c2cccn3c(=O)c4c5c(sc4nc23)CCCC5)CC1 | 12% | -9% | 14% | 4% | i
COc1cc(/C=C/C(O)=C/C(=O)/C=C/c2ccc(O)cc2)ccc1O | -11% | · | -1% | 2% | 11%
C=CCn1c(-c2ccc(F)cc2)n[nH]c1=S | -2% | 9% | 0% | -9% | 0.6%
COc1ccc(N/C=C(\C#N)S(=O)(=O)c2ccc(Cl)cc2)c(OC)c1 | 1% | -13% | -3% | 6% | i
Oc1ccc(N=Nc2ccccc2)cc1 | ? | 8% | 17% | -10% | 1.4%
Cc1cccc2cc(C(c3nnnn3Cc3ccc4c(c3)OCO4)N3CCCC3)c(=O)[nH]c12 (centres undefined) | 1% | 3% | 18% | -4% | 7.7%
O=C(Nc1ccc2c(c1)OCO2)N1CCN(Cc2ccco2)CC1 | -6% | -6% | 2% | -2% | 0.1%
O=C(COC(=O)CCC1CCCC1)Nc1nc2c(F)c(F)c(F)cc2s1 | -2% | -2% | 10% | 1% | 2.1%
CCN1CCN(c2cc(C)c3cc(NC(=O)CCC(=O)Nc4ccc(OC)cc4OC)ccc3n2)CC1 | 0% | -10% | 4% | 2% | i
Cc1onc(-c2ccccc2)c1C(=O)N1CCN(c2ncccc2C(F)(F)F)CC1 | -1% | -3% | 28% | -11% | 5.1%

Grouped by structure, the compounds so far containing a Cl atom
SMILES | H37Rv inhibition | Salmonella PhoP GFP | tuberculosis growth | influenza NS1A | VEEV TC-83 Vero | others
COP(=O)(OC)C(NS(=O)(=O)c1ccccc1)C(Cl)(Cl)Cl (centres undefined) | 1% | 0% | 5% | -8% | 0.4%
CN(Cc1ccccc1)C(=O)CCCn1c(=O)[nH]c2cc(Cl)ccc2c1=O | -6% | -2% | 3% | 0% | 6.6%
COc1ccc(-n2c(C)nc3c(cnn3-c3ccc(Cl)cc3)c2=O)cc1 | 9% | 4% | 51% | -1% | 3.8%
COc1ccc(CCNC(=O)c2ccc(Cl)c(S(=O)(=O)N3CCCCCC3)c2)cc1 | 5% | · | 24% | -3% | i
N#Cc1ccc(Cl)cc1NC(=O)COC(=O)c1ccc2c(c1)OCCO2 | 4% | 10% | -2% | 4% | 3.4%
COCCOc1cc(N(CC(=O)N(C)C)S(=O)(=O)c2ccccc2)c(Cl)cc1Cl | 3% | -6% | 2% | 3% | 0.9%
Cc1c(C(=O)/C=C/N(C)C)nnn1-c1ccc(F)c(Cl)c1 | 5% | 0% | 32% | · | 2.8%
O=C(CSc1ncnc2nc[nH]c12)c1ccc(Cl)cc1 | 12µM* | · | ? | -4% | 3.4%
COc1ccc(N/C=C(\C#N)S(=O)(=O)c2ccc(Cl)cc2)c(OC)c1 | 1% | -13% | -3% | 6% | i
